# Compound activity (PubChem)
# T cell HTS: T cell immune modulation candidate; 2C CD8+ T cell-vesicle binding, flow cytometry; hits give low values; calls only at 7 µM; hit rate 0.068% among 330,000; AID 2052;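 active means response, share of CD8 T cells binding vesicles, and their 90th percentile fluorescence all below set limits, cut at about 80% in these data, passing the limit was not always enough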
#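 material = purified 2C TCR transgenic mouse naive CD8+ T cells | controls = Unloaded micro-vesicles (low), QL9 vesicles with 0.7% DMSO (high) | detection = cytometric PE anti-B7-1 and Alexa647 anti-CD8 signals after 1% paraformaldehyde fixation | incubation = binding step 1.5 h, 37 °C, antibody labelling 20 min, ice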
# NOD1 NF-kB reporter: inhibition of NOD1-driven NF-kB reporter – cell-based, luminescence, uHTS, primary screen (AID 1578); NOD1-driven NF-kB luciferase reporter cells, luminescence; higher % means a stronger effect; one-dose inhibition, % at 4 µM; EC50 in µM for titrated hits; hit rate 1% among 290,000; in the data active means inhibition mostly above about 36%, no sharp cut-off; inactive means mostly below about 34%;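 further: HEK-293T reporter cells stimulated with the NOD1 agonist gamma-tri-DAP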
# NTR1 agonist: NTR1-driven beta-arrestin-GFP spot formation – imaging, U2OS cells, high content, primary screen (AID 493036); agonist mode; activation, % at 20 µM; hit rate 0.17% among 330,000;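 active means activation at or above 40% of the spot to cytoplasm intensity ratio, with at least 20 cells analyzed; inconclusive means wells under 20 cells, flagged as cytotoxic or low count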;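 further: 0% = DMSO without peptide and 100% = 100 nM NTR1 peptide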
# Target sequence (P30989 whole entry, looked up): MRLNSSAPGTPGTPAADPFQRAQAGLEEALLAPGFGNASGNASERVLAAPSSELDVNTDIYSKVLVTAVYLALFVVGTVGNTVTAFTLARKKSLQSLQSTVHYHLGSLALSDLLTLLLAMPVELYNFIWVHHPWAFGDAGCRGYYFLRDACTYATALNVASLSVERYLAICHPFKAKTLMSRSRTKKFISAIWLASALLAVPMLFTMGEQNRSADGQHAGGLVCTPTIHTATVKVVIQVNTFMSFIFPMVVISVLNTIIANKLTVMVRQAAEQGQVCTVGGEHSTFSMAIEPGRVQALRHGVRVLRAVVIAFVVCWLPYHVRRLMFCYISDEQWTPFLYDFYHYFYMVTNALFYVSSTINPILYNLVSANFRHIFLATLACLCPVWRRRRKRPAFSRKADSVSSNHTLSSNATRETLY
# Myeloid diff 2: myeloid differentiation induction; ER-HoxA9 myeloid progenitors, lysozyme-GFP differentiation, flow cytometry; calls only at 10 µM; hit rate 1% among 360,000; AID 624256;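 active means normalized GFP-positive differentiation at or above the plate's own cutoff, the solvent-only control mean plus 3 SD; inconclusive means no clear call, values can overlap the other calls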;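 further: cells exposed to compound for four days before flow analysis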
# GPR55 antagonists: GPR55 antagonists blocking LPI-driven arrestin recruitment, primary screen, imaging, U2OS, beta-arrestin-GFP, LPI agonist (AID 2013) | U2OS GPR55 beta-arrestin-GFP translocation imaging, LPI antagonism; higher % means a stronger effect | one-dose inhibition, % at 10 µM; IC50 in µM for titrated hits | hit rate 0.13% among 290,000;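 active means spots per cell inhibited over 60%, with over 100 cells counted and total cytoplasm intensity under 500,000; inconclusive means wells with under 100 cells, flagged as likely toxic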;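 further: U2OS cells stably carrying GPR55 and arrestin-GFP stimulated by 5 µM LPI near EC80; imaged beta-arrestin-GFP aggregate spots per cell after agonist stimulation; plate controls were LPI-stimulated DMSO wells for no effect and DMSO wells without LPI for full effect; some results filed as inactive read as strong as hits; confirmed hits need IC50 under 10 µM and bright autofluorescent wells are also inconclusive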
# NOD2 inhibition: NOD2 signaling inhibitors, cell-based, luminescence, uHTS, HEK293 (AID 1566); inhibition, % at 4 µM; hits with a dose series show EC50 in µM; HEK293 NOD2/NF-kB luciferase reporter, luminescence; higher % means a stronger effect; hit rate 0.63% among 290,000; further: many of its hits are not listed in these tables
# KOR beta-arrestin-1: KOR agonists, beta-arrestin recruitment, primary screen, cell-based, luminescence, uHTS (AID 1777). KOR beta-arrestin recruitment, luminescence; higher % means a stronger effect. activation, % at 10 µM; hits with a dose series show EC50 in µM. hit rate 0.02% among 280,000; in the data active means activation above about 50%, passing the limit was not always enough; further: a part of the inactive calls stands beside numbers as strong as those of hits
# GPR55 beta-arrestin: selective activators of receptor GPR55 – imaging, U2OS cells, beta-arrestin-GFP redistribution, primary screen (AID 1961) | U2OS GPR55 beta-arrestin-GFP redistribution imaging; higher % means a stronger effect | activation, % at 10 µM, or EC50 in µM where a hit was titrated | hit rate 0.048% among 290,000;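 active means activation above 40% with more than 50 cells counted in the well; inconclusive means wells holding fewer than 50 cells, flagged as toxic or sparse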;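 further: U2OS osteosarcoma cells stably expressing GPR55 and beta-arrestin-GFP; plate controls were DMSO negative control for no effect and LPI positive control for full effect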
# KOR beta-arrestin-2: KOR antagonists, beta-arrestin recruitment, cell-based, luminescence, uHTS (AID 1778). inhibition, % at 10 µM, or IC50 in µM where a hit was titrated. KOR beta-arrestin recruitment, luminescence, antagonist mode; higher % means a stronger effect. hit rate 0.091% among 290,000; further: strong numbers were not always called active
# T cell HTS vesicle-bound %: further read-out of T cell HTS, marked with its call; double positive events, %; measured here: CD8+ vesicle-bound cell fraction;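 binding gate set so that unloaded-vesicle control wells show 10% double positive cells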
# NTR1 agonist cell count 20 µM: recorded beside NTR1 agonist, whose call it bears; cell count; measured here: cell count, cytotoxicity flag
# Myeloid diff 2 GFP+ MAC1+ %: second read-out of Myeloid diff 2, no call of its own (marks repeat the call); GFP+ MAC1+ double positive, %; measured here: differentiation confirmed by MAC1 staining
# The depositor's hits bear a star; i = inactive; ? = inconclusive; · = not tested or not shown; + = active, no number; [ ] = dose if it differs, or a comment. Unless noted, no stated cut-off is given here; in the data, active means inhibition above about 50%; inactive means the rest. The list is partial; count on the stated rates, not on these rows.
SMILES,T cell HTS,T cell HTS vesicle-bound %,NOD1 NF-kB reporter,NTR1 agonist,NTR1 agonist cell count 20 µM,Myeloid diff 2,Myeloid diff 2 GFP+ MAC1+ %,GPR55 antagonists,NOD2 inhibition,KOR beta-arrestin-1,GPR55 beta-arrestin,KOR beta-arrestin-2
COc1ccc(/C=C/C(=O)N(Cc2ccccc2)c2ccccn2)cc1OC,i,58,-13%,0.5,97,i,0.0,1%,5%,-3.5%,-0.1%,-28%[20 µM]
CCCS(=O)(=O)N1CCN(Cc2c[nH]c3ccccc23)CC1,·,·,-20%,0.8,33,i,0.5,5%,8%,-2.2%,0.2%,-11%[20 µM]
O=C1[C@@H]2[C@H](C(=O)N1Cc1ccco1)[C@H]1C=C[C@@H]2C1,i,14,5%,1.3,85,i,1.0,16%,12%,-1.2%,-0.1%,12%
Cc1ccc(C2=Nc3ccccc3N(C(=O)c3ccccc3)C(C)C2)cc1 (configuration not stated),i,29,-21%,0.0,58,i,1.0,3%,7%,1.0%,1.0%,15%
COc1cccc(C2CC(c3ccc(F)cc3)Nc3nc(N)nn32)c1 (configuration not stated),i,32,-22%,-1.4,54,i,0.5,3%,-3%,-2.8%,-0.3%,-13%
CSCC(=O)N1CCC(n2nccc2NC(=O)CCc2ccccc2)CC1,i,35,-23%,-0.5,56,i,1.0,14%,8%,0.9%,-0.1%,-4%
CCOc1ccc(C(=O)Cc2cc3cccc(OC)c3oc2=O)cc1,i,54,-11%,-1.0,39,i,0.7,-2%,18%,1.2%,0.0%,-14%
O=C1CN(C(=O)N[C@@H](Cc2ccccc2)C(=O)N[C@@H](Cc2ccccc2)C(=O)O)c2ccccc2N1,i,33,-17%,4.3,93,i,2.2,27%,0%,-0.2%,-0.2%,20%[20 µM]
CN(C)Cc1nnnn1-c1ccccc1,i,28,-7%,-0.1,45,i,0.3,13%,9%,-1.6%,0.2%,13%
CCCCOc1ccc(CSC(=N)N)cc1[N+](=O)[O-],i,39,-38%,3.0,78,i,0.4,15%,-19%,2.7%,0.2%,-39%
CC1=C([N+](=O)[O-])C(c2ccccc2)C2=C(N1)c1ccccc1C2=O (configuration not stated),i,54,-54%,5.4,68,·,·,2%,-20%,1.8%,0.0%,-124%
Cc1ccccc1C1c2[nH]c3ccccc3c2CCN1CCCn1cccn1 (configuration not stated),i,35,54%*,5.1,49,i,0.3,3%,-4%,4.9%,-0.3%,34%
CC(C)Cn1c(SCc2nc3ccccc3c(=O)[nH]2)nc2ccccc2c1=O,i,41,-2%,7.4,38,i,0.9,13%,16%,0.1%,-0.1%,5%
CCN(C(=O)c1coc(=O)c(Br)c1)c1ccc2c(c1)OCO2,i,36,-4%,-0.5,55,i,6.9,1%,12%,4.8%,-0.3%,19%
O=C(Cn1c(C(=O)N2CCN(C3CCCCC3)CC2)cc2sccc21)c1ccccc1,i,46,-4%,1.6,57,i,8.8,7%,-5%,5.6%,0.8%,25%
O=C(O)CSC1CC(=O)N(c2ccc(Br)cc2)C1=O (configuration not stated),i,40,42%,0.9,56,i,0.5,6%,8%,-3.9%,-0.2%,0%
CC(=O)c1c(C)[nH]c(C(=O)NC2CCSc3ccccc32)c1C (configuration not stated),i,67,-22%,0.5,73,i,2.0,-5%,11%,1.6%,-0.2%,3%
CC(C)(C)CC(C)(C)NCC(O)COc1c(F)cc(Br)cc1F (configuration not stated),i,46,-7%,1.5,51,+,6.2*,16%,-12%,-1.1%,-0.1%,-43%
O=C(CSc1nnnn1Cc1ccccc1)NC1CCCCC1,i,58,-53%,0.7,91,i,0.1,7%,6%,-2.9%,0.2%,14%
CCN(C(=O)COC(=O)/C=C/c1ccccc1)C1CCCCC1,i,59,5%,-1.0,74,i,1.9,-2%,12%,-6.1%,0.3%,2%
COc1cc(C2Nc3ccc4ncccc4c3C3=C2C(=O)CCC3)ccc1O (configuration not stated),i,52,-9%,-4.8,90,i,0.8,-17%,-37%,-1.0%,0.2%,-27%
CCc1cccc(C)c1NC(=O)CC(C)(C)CC(=O)O,i,43,-6%,0.4,42,i,0.9,1%,16%,6.7%,-0.2%,-1%
O=c1[nH]c(/C=C/c2ccc(Br)cc2)nc2ccccc12,i,31,-13%,2.6,95,i,0.4,2%,-196%,-2.7%,-0.1%,-8%
COc1ccc(N2C(=O)N[C@@H](Cc3ccccc3)C2=O)cc1OC,i,52,0%,0.1,97,i,0.9,5%,5%,0.1%,0.0%,-6%
CS(=O)(=O)Nc1ccccc1C(=O)N1CCOCC1,i,11,-16%,-0.4,100,i,0.5,-3%,-5%,3.0%,0.2%,8%
CCn1ncc(NC(=S)NCCc2ccccc2)c1C(N)=O,i,10,-8%,0.2,30,i,1.2,-13%,16%,2.1%,-0.2%,-13%
C=CCN1C(=O)C(CC(=O)O)SC1=Nc1ccc(C)cc1 (configuration not stated),i,4,-24%,0.7,52,i,0.7,-10%,11%,-3.1%,0.7%,-20%
O=C(CCNS(=O)(=O)c1cccc2nsnc12)NCCc1ccccc1,i,46,-10%,-0.1,63,i,0.5,1%,0%,0.9%,0.0%,2%
CCOc1ccc(-c2c(C(=O)N/N=C(\C)c3cccnc3)nnn2-c2nonc2N)cc1,i,24,-23%,0.3,48,?,·,-6%,-4%,-0.2%,-0.1%,-44%
O=C(Cn1c2ccccc2c2nc3n(c(=O)c21)CCS3)N1CCCC1,i,32,-7%,0.5,48,i,1.1,-7%,5%,-2.5%,-0.2%,-10%
CNC(=S)NCCc1ccccc1,i,47,2%,0.1,47,i,0.6,4%,9%,-1.0%,0.6%,20%
COc1cc2[nH]c(=O)n(CCCC(=O)NCCc3ccccc3)c(=O)c2cc1OC,i,10,-8%,-0.1,85,i,1.2,10%,-5%,4.6%,-0.2%,-8%
COc1cc(C(=O)Nc2cc(C)c(OCC(=O)N3CCOCC3)c(C)c2)cc(OC)c1OC,i,16,-2%,-2.2,52,i,0.6,6%,7%,-5.0%,-0.1%,19%
CC(=O)Nc1cccc(NC(=O)c2ccco2)c1,i,12,-24%,-1.2,70,i,1.2,-6%,-8%,3.0%,0.0%,31%
O=C(N/N=C\c1cccs1)c1sccc1-n1cccc1,i,21,-7%,-0.4,48,i,0.7,9%,-28%,-5.2%,-0.2%,3%
O=C(Nc1nccc(-c2cccs2)n1)c1cccs1,i,16,7%,-0.9,61,i,0.5,-10%,-38%,-2.3%,-0.1%,2%
O=C1CC(c2ccc(F)cc2)CC2=C1C(c1ccc([N+](=O)[O-])o1)Nc1ccccc1N2 (configuration not stated),i,29,-5%,1.5,46,i,0.1,0%,1%,-0.7%,0.5%,-15%
CC(C)(C)CN1C(=O)C(=O)NC[C@@H]1Cc1ccc(O)cc1,i,43,2%,-0.5,57,i,1.3,2%,13%,2.9%,-0.1%,-10%
Cc1ccc(CNCC(O)(c2ccccc2)c2ccccc2)cc1,i,60,-6%,0.8,111,i,0.7,5%,-9%,2.7%,0.0%,-13%
CCC(=O)NC(Nc1sc2c(c1C(=O)OC)CCCC2)(C(F)(F)F)C(F)(F)F,i,29,8%,-1.1,107,i,0.8,26%,17%,-1.0%,-0.1%,10%
CCOc1ccc(CN2CCN(c3ncnc4scc(-c5ccccc5)c34)CC2)cc1,i,31,-9%,13,79,i,1.3,14%,-3%,-5.5%,-0.1%,-4%
CCCCn1c(=O)nc2n(-c3ccc(OC)cc3)c3ccccc3cc-2c1=O,i,37,-29%,1.1,84,i,0.2,-2%,4%,-0.3%,0.0%,-32%
O=C(Cn1cnnn1)Nc1cccc(S(=O)(=O)N2CCCCC2)c1,i,22,-8%,2.2,51,i,0.2,5%,9%,1.0%,-0.5%,-11%
Cc1cc(C)c(C#N)c(N2CCN(c3ccccc3F)CC2)n1,i,63,-17%,2.6,66,i,0.2,11%,9%,-2.9%,-0.2%,-5%
Nc1nc(SCC(=O)NC2CCCCC2)[nH]c(=O)c1-c1ccccc1,i,9,0%,2.5,56,i,0.6,-8%,6%,14%,-0.1%,-36%
O=C(O)C1CCN(C(=O)c2ccccc2C(=O)N2CCC(C(=O)O)CC2)CC1,·,·,17%,-0.4,35,i,5.9,3%,-11%,7.3%,-0.1%,·
O=C(CC1CCCC1)Nc1nnc(C2CC2)s1,i,12,-26%,2.7,80,i,1.1,-6%,18%,2.9%,0.1%,-1%
CCOC(=O)C1CCCN(Cc2nc(N)nc(Nc3ccc(C)cc3)n2)C1 (configuration not stated),i,59,7%,1.9,47,i,1.2,6%,12%,-0.5%,0.2%,7%
O=C(COC(=O)CNC(=O)c1cccc([N+](=O)[O-])c1)NCc1ccco1,i,29,-32%,0.8,67,+,11*,2%,-1%,4.4%,0.5%,14%
CCN(C(C)=O)c1nnc(CSc2nc3ccccc3s2)s1,·,·,-32%,·,·,i,0.8,-20%,-47%,-0.3%,0.0%,23%
Cc1onc(-c2c(Cl)cccc2Cl)c1C(=O)Nc1ccc(Cl)cn1,i,45,8%,-0.3,39,i,0.2,-7%,-14%,4.1%,-0.2%,-25%
Cc1ccc(N(C(=O)c2cccs2)C2C=CS(=O)(=O)C2)cc1 (configuration not stated),i,48,10%,-3.8,60,i,2.6,4%,-10%,3.1%,-0.2%,-2%
CCc1nc(Nc2cccc(F)c2)c2oc3ccccc3c2n1,i,58,6%,3.9,91,i,0.2,-3%,4%,-4.3%,-0.1%,-4%

# Quoted at random: 3 compounds from above.
SMILES,T cell HTS,T cell HTS vesicle-bound %,NOD1 NF-kB reporter,NTR1 agonist,NTR1 agonist cell count 20 µM,Myeloid diff 2,Myeloid diff 2 GFP+ MAC1+ %,GPR55 antagonists,NOD2 inhibition,KOR beta-arrestin-1,GPR55 beta-arrestin,KOR beta-arrestin-2
Cc1cc(C)c(C#N)c(N2CCN(c3ccccc3F)CC2)n1,i,63,-17%,2.6,66,i,0.2,11%,9%,-2.9%,-0.2%,-5%
O=C(CC1CCCC1)Nc1nnc(C2CC2)s1,i,12,-26%,2.7,80,i,1.1,-6%,18%,2.9%,0.1%,-1%
Cc1ccc(N(C(=O)c2cccs2)C2C=CS(=O)(=O)C2)cc1 (configuration not stated),i,48,10%,-3.8,60,i,2.6,4%,-10%,3.1%,-0.2%,-2%
